# High-throughput results: PubChem BioAssay, National Center for Advancing Translational Sciences (NCATS)
# PI4K2A inh = blocks human PI4K2A kinase activity; Q9BTU6; purified PI4K2A, ADP-Glo luminescence, 1 h; hits give low values; activity change, negative = inhibition, % at 76.9 µM; actives 0.13% (n = 420,000); in the data active means activity change below about -50%; inconclusive means mostly about -30% to -49%;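 further: -100% = wells without enzyme as full effect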
# Target sequence (Q9BTU6 whole entry, looked up): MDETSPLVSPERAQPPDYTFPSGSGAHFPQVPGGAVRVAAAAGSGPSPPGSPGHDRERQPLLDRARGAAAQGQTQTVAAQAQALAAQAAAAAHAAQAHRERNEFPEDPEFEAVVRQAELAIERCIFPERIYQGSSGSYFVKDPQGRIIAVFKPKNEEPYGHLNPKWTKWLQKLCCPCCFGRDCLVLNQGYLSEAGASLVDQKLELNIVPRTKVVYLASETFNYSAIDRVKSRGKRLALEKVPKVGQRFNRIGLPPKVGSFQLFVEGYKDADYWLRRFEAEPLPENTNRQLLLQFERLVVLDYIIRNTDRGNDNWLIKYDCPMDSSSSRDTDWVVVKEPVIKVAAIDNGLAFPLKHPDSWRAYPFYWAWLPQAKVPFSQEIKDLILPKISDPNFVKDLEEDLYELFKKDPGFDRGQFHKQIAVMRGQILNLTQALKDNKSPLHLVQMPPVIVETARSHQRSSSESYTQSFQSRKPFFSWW
#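 Compounds are screened against recombinant PI4K2A using PI as substrate and ATP, the latter dispensed at 300 microM. Reactions run one hour at ambient temperature before ADP-Glo detection; full inhibition defined by wells lacking enzyme.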
# TrxR1 inh = inhibitors of rat thioredoxin reductase 1. Potency, µM (titrated, usually from 114 µM), for inactives: at the top dose activity change, negative = inhibition, most hits filed as inhibitors. recombinant rTrxR1, NADPH fluorescence consumption, selenite substrate. actives 1% (n = 390,000). AID 588453; further: potency means the concentration at half of the fitted maximal effect; on the % scale 0 is the no-effect control and ±100 the full control effect; nearly all actives have a fitted effect of over 65% in size
# Target sequence (O89049 whole entry, looked up): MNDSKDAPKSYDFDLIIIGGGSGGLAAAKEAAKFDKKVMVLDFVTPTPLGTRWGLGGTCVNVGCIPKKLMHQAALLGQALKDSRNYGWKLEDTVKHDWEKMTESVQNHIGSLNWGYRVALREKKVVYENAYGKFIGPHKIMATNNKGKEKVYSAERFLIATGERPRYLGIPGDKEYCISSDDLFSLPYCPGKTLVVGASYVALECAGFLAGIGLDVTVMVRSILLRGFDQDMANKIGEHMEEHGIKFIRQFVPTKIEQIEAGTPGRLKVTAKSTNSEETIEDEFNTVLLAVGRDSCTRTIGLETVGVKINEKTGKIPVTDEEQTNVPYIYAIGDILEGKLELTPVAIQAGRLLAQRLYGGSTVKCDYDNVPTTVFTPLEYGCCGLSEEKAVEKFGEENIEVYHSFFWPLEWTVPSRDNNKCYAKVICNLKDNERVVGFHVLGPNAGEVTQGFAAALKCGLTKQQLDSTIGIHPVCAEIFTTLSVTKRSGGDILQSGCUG
#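 Rat TrxR1 (90 nM in the dispensed reagent) was pre-reduced with 400 uM NADPH for 5 min at room temperature, then incubated with compound for 15 min. After 400 uM selenite was added, NADPH fluorescence (Ex 340/Em 450 nm) was followed for 8 min.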
# TRHR PAM = TRH receptor (human) allosteric enhancement | enhancement, % at 2 µM | TRHR cells, fluo-8 calcium fluorescence, EC20 TRH enhancement | actives 0.66% (n = 360,000); in the data active means enhancement above about 30%; further: 0% is about no effect
#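 Enhancer read-out: after compound pinning and an initial kinetic agonist-mode read, an EC20 of TRH (10 nM final) was injected and fluo-8 calcium signal (Ex 480/Em 530) followed at 1 s/cycle for 100 cycles in TRHR-expressing cells.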
# D2 ag = agonists of human D2 dopamine receptor; activation, % at 2 µM; HEK293 T-REx D2 cells, calcium flux agonist mode; P14416; actives 0.53% (n = 340,000);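 active means activation over 3 SD above normal in the single-dose calcium agonist read, cut at about 30% in these data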; further: 0% is about no effect
#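 Agonism is scored from calcium flux in a force-coupled, inducible HEK293 cell line expressing D2, read kinetically for 180 s after compound addition against dopamine controls.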
# mIDH1 inhibitor = human IDH1 R132H inhibition; O75874; IDH1-R132H enzyme, NADPH consumption, diaphorase/resazurin fluorescence; Potency, µM (doses to about 76.6 µM), for the others: at the highest dose activity change, negative = inhibition, hits mostly inhibitors; actives 0.093% (n = 390,000); AID 602179; further: potency means the concentration at half of the fitted maximal effect; on the % scale 0 is the no-effect control and ±100 the full control effect; nearly all actives have a fitted effect of over 65% in size
#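 IDH1-R132H (0.5 ug/mL) preincubated 30 min with compound, then NADPH (0.016 mM) and alpha-KG (2 mM) added; 80 min at RT, pH 7.5. Remaining NADPH coupled via diaphorase/resazurin to fluorescence (540/590 nm); concentration-response curves normalized to no-enzyme control.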
# TrxR1 substrate = rat thioredoxin reductase 1 substrate activity | O89049 | purified TrxR1 substrate turnover, NADPH consumption readout | Potency, µM (highest dose often 114 µM), inactives show at the highest dose activity change, negative = substrate turnover | actives 0.01% (n = 390,000) | AID 588456; further: potency means the concentration at half of the fitted maximal effect; on the % scale 0 is the no-effect control and ±100 the full control effect; nearly all actives have a fitted effect of over 50% in size
#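 Rat TrxR1, dispensed at 90 nM, was prereduced with 400 uM NADPH (final) for 5 min at ~22 deg C, then incubated with compound 15 min before 400 uM selenite. A first-read NADPH fluorescence drop versus no-compound background flagged substrates.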
# D2 antag = D2 dopamine receptor (human) antagonism; HEK293 TREx D2 cells, calcium flux, dopamine EC80; inhibition, % at 10 µM; actives 2% (n = 340,000); AID 485344; in the data active means inhibition above about 30%; further: 0% is about no effect
#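 Tetracycline-induced HEK293 T-REx cells expressing D2 force-coupled to calcium signalling were dye-loaded, exposed to compound for 180 s, then challenged with an EC80 of dopamine; calcium flux was followed kinetically for a further 180 s.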
# TRHR ag = agonists of human TRH receptor; actives 0.18% (n = 360,000); AID 493084; TRHR cells, calcium flux fluo-8, FDSS agonist mode; activation, % at 2 µM; in the data active means activation above about 30%; further: 0% is about no effect
#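 Steps: seed TRHR cells overnight; add fluo-8 no-wash Ca dye, RT 30 min–1.5 h; record 10 s baseline; pin-transfer compounds; monitor fluorescence 1 cycle/s for the agonist window. Calcium increases flag candidate agonists.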
# USP1 inh = blocks the human USP1/UAF1 deubiquitinase complex; O94782; Potency, µM (doses to about 57.1 µM), for inactives: top-dose activity change, negative = inhibition, most hits filed as inhibitors; actives 0.23% (n = 390,000); recombinant USP1/UAF1, Ub-Rhodamine cleavage fluorescence; further: potency means the concentration at half of the fitted maximal effect; on the % scale 0 is the no-effect control and ±100 the full control effect; nearly all actives have a fitted effect of over 60% in size; inactives centre near -12
#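 High-throughput fluorogenic screen: 1nM USP1/UAF1 complex, Ub-Rho substrate 150nM final, 50mM HEPES pH 7.8 with 0.5mM EDTA, 0.1 mg/ml BSA, 1mM TCEP and 0.01% Tween-20.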
# An asterisk follows results filed as active; ? = inconclusive; · = not tested or not shown; & = joins results of further samples; [ ] = remark or other dose. Unless noted, the call rests on the fitted dose curve; in most records, active means well fitted inhibition curve with a large enough effect; inconclusive means small, poorly fitted or top-dose-only effect; inactive means no such curve, though single readings can be large or run the other way. These rows are one share of the data; count on the stated rates, not on these rows.
# Screens by letter – A = PI4K2A inh; B = TrxR1 inh; C = TRHR PAM; D = D2 ag; E = mIDH1 inhibitor; F = TrxR1 substrate; G = D2 antag; H = TRHR ag; I = USP1 inh
> Cc1cccc(NC(=O)CN2CCN(C(=O)COc3cccc(Br)c3)CC2)c1C
  A: 5	B: 4%	C: 2	D: -0.6	E: -8%	F: -4%	G: 0	H: -0.6	I: -14%

> Cc1cccc(-n2c(-c3ccc([N+](=O)[O-])cc3)nc3ccccc3c2=O)c1
  A: 2	B: 6%	C: -4	D: 0.1	E: 5%	F: 2%	G: 8	H: 0.2	I: -20%

> CC1=C2[C@H]3OC(=O)[C@@H](C)[C@@H]3CC[C@@]2(C)C=CC1=O
  A: 1&-1	B: 1%	C: 7	D: -0.2	E: -10%	F: -1%	G: 23	H: -0.1	I: 8%

> Cc1cc(C)cc(Oc2nc3ccccn3c(=O)c2/C=C(\C#N)c2nc3ccccc3s2)c1
  A: 0	B: 45%[activator]	C: 11	D: -0.3	E: ?	F: 19%	G: ·	H: 1.0	I: ?

> CC(C)CCn1c(N)c(C(=O)NCc2cccs2)c2nc3ccccc3nc21
  A: 4	B: 49%[activator][57.1 µM]	C: 18	D: 0.7	E: 3%	F: 98%[activator][57.1 µM]	G: -24	H: 0.1	I: ?

> CCOc1ccc(NC(=O)c2cccn(Cc3cccc(Cl)c3)c2=O)cc1
  A: 0	B: 12%[57.1 µM]	C: 2	D: 0.9	E: 2%	F: -2%[57.1 µM]	G: ·	H: 0.5	I: ?

> N#CC(=C(O)c1ccc(S(=O)(=O)N(CCCl)CCCl)cc1)c1nc2ccccc2[nH]1
  A: -3	B: 6%	C: ·	D: ·	E: -19%	F: 54%[activator]	G: ·	H: ·	I: -13%

> COc1ccc(Cn2c(O)c(C=Nc3c(C)n(C)n(-c4ccccc4)c3=O)c(=O)[nH]c2=O)cc1
  A: 5	B: -7%	C: 22	D: 2.1	E: -1%	F: -8%	G: 8	H: -0.4	I: -23%

> CCCC[N+]12CCC(CC1)C(C(=O)c1cccs1)C2 (stereo unspecified)
  A: -4	B: -7%[57.1 µM]	C: -3	D: -0.1	E: 0%	F: -3%	G: 11	H: 1.1	I: 6%

> C=C1N2CCC(CC2)C1(O)c1ccc(C)cc1 (stereo unspecified)
  A: -4	B: 11%	C: 2	D: 1.5	E: 0%	F: 5%	G: -46	H: 0.6	I: -15%

> CC(C)C(=O)c1cn(Cc2ccc(C#N)cc2)c2ccccc12
  A: 3	B: -4%	C: -6	D: 2.2	E: -5%	F: -9%	G: 23	H: 1.2	I: -6%

> O=C(N/N=C/c1c(O)n(CCc2ccccc2)c(=O)[nH]c1=O)c1ccccc1
  A: 1	B: -14%[57.1 µM]	C: -5	D: 0.1	E: -2%	F: -6%[57.1 µM]	G: 0	H: -0.1	I: -12%

> Cc1cc(OCC(=O)N[C@@H](Cc2ccccc2)C(=O)O)c2c3c(c(=O)oc2c1)CCCC3
  A: -9	B: -2%	C: -10	D: 0.0	E: 3%	F: 131%[activator]	G: 1	H: -0.4	I: 6%

> O=C1CCCC2=C1C(c1cccnc1)Nc1ccccc1N2 (stereo unspecified)
  A: 4	B: 6%[57.1 µM]	C: -4	D: -1.5	E: -10%	F: -2%[57.1 µM]	G: -15	H: -0.4	I: -15%

> COCCOC(=O)C1=C(N)OC(C)=C(C(=O)OC)C12C(=O)Nc1ccccc12 (stereo unspecified)
  A: -1	B: 14%	C: -4	D: 0.3	E: 0%	F: -6%	G: -15	H: 0.6	I: ?

> CCn1cc(C(=O)N2CCOCC2)c2ccccc21
  A: 1	B: 24%	C: 4	D: -0.6	E: 4%	F: 3%	G: 11	H: -0.4	I: -14%

> Cc1c(N=Nc2c(O)[nH]c(=O)[nH]c2=O)c(=O)n(-c2ccccc2)n1C
  A: -2	B: -20%	C: -1	D: 0.7	E: 16%	F: -19%	G: 0	H: 0.4	I: -9%

> CCOC(=O)c1c(N)n(Cc2ccc(OC)cc2)c2nc3ccccc3nc12
  A: ·	B: ·	C: -3	D: 1.5	E: ·	F: ·	G: 24	H: -1.8	I: ·

> CCC(=NCCO)c1c(O)n(-c2ccccc2)c(=O)[nH]c1=O
  A: -10	B: -2%	C: 3	D: 0.2	E: 11%	F: -8%	G: -15	H: -0.1	I: -3%

> COc1cc(/C=C2/SC(=S)N(Cc3ccccc3)C2=O)ccc1OCC(=O)O
  A: 3	B: 4%	C: 3	D: 0.4	E: -9%	F: -3%	G: -11	H: 1.2	I: ?

> Cc1ccc(S(=O)(=O)NCCC(=O)Nc2ccc(Cl)cc2C(=O)c2ccccc2)cc1
  A: -1	B: -5%[57.1 µM]	C: 4	D: 1.3	E: 3%	F: 4%[57.1 µM]	G: -5	H: -0.2	I: -21%

> NC(=O)c1ccc(N=Cc2c(O)n(Cc3ccco3)c(=O)[nH]c2=O)cc1
  A: ?	B: ?	C: -9	D: 0.3	E: 5%	F: -11%	G: 1	H: 0.6	I: -23%

> Brc1ccc2[nH]cc(C=NN3CCCCCC3)c2c1
  A: 8	B: 6%[11.4 µM]	C: ·	D: ·	E: 0%	F: 8%[57.1 µM]	G: ·	H: ·	I: -5%

> O=C(/C=C/C=C/c1ccccc1)CC1(O)C(=O)Nc2ccccc21 (stereo unspecified)
  A: -7	B: -39%	C: -5	D: 0.0	E: 1%	F: 0%[57.1 µM]	G: 0	H: 0.5	I: -19%

> CCn1c(O)c(C=NCc2cccs2)c(=O)[nH]c1=O
  A: -5	B: -1%	C: 1	D: 0.8	E: 2%	F: -9%	G: 4	H: 0.4	I: -17%

> COC(=O)C1=C(c2ccc(C(C)=O)cc2)C[C@@H]2CC[C@H]1N2C(=O)NCC1CC1
  A: -2	B: -48%	C: 2	D: -0.1	E: -1%	F: 3%	G: -1	H: 0.1	I: -8%

> Cc1cccc(CCNCc2cc3ccc(C)cc3[nH]c2=O)c1
  A: -2	B: -7%	C: -1	D: 1.4	E: 0%	F: 7%	G: -4	H: 0.0	I: -20%

> CCOCC1(CCc2ccccc2)C(=O)NC(=S)NC1=O
  A: -2	B: -2%	C: ·	D: ·	E: -1%	F: -4%	G: ·	H: ·	I: 3%

> CCN1C(=O)c2ccccc2Sc2ccc(C(=O)N3CCC4(CC3)OCCO4)cc21
  A: -2	B: 11%	C: -1	D: 0.0	E: 7%	F: 1%	G: 11	H: -0.5	I: -17%

> COc1ccccc1CN1CCN(C(=O)COc2ccc3ccccc3c2)CC1
  A: 10	B: 14%	C: 3	D: 0.1	E: 12%	F: 5%	G: -22	H: -0.3	I: -18%

> Fc1ccc2c(c1)nnn2C1CCN(Cc2c(Cl)cccc2Cl)CC1
  A: 0	B: 11%[57.1 µM]	C: -1	D: -0.5	E: 5%	F: 7%[57.1 µM]	G: -12	H: -0.1	I: ?

> Cc1cc(C)c(C2=NOC(O)(C(F)(F)F)C2)c(=O)[nH]1 (stereo unspecified)
  A: 8	B: 15%[57.1 µM]	C: 2	D: 0.1	E: 8%	F: 12%[57.1 µM]	G: -18	H: 0.4	I: 1%

> CC12CCC3c4ccc(OP(=O)(N5CC5)N5CC5)cc4CCC3C1CCC2=O (stereo unspecified)
  A: 0	B: -4%[2.29 µM]	C: ·	D: ·	E: -3%	F: 12%[57.1 µM]	G: ·	H: ·	I: 4%

> COc1ccc(-c2cc(=O)c3c(OC)c(OC)c(OC)cc3o2)cc1
  A: -10	B: -3%	C: -1	D: 0.0	E: -6%	F: -1%	G: -19	H: -0.3	I: -16%

# Entries above with an aryl methoxy group, in the order listed:
# Screens by letter – A = PI4K2A inh; B = TrxR1 inh; C = TRHR PAM; D = D2 ag; E = mIDH1 inhibitor; F = TrxR1 substrate; G = D2 antag; H = TRHR ag; I = USP1 inh
> COc1ccc(Cn2c(O)c(C=Nc3c(C)n(C)n(-c4ccccc4)c3=O)c(=O)[nH]c2=O)cc1
  A: 5	B: -7%	C: 22	D: 2.1	E: -1%	F: -8%	G: 8	H: -0.4	I: -23%

> CCOC(=O)c1c(N)n(Cc2ccc(OC)cc2)c2nc3ccccc3nc12
  A: ·	B: ·	C: -3	D: 1.5	E: ·	F: ·	G: 24	H: -1.8	I: ·

> COc1cc(/C=C2/SC(=S)N(Cc3ccccc3)C2=O)ccc1OCC(=O)O
  A: 3	B: 4%	C: 3	D: 0.4	E: -9%	F: -3%	G: -11	H: 1.2	I: ?

> COc1ccccc1CN1CCN(C(=O)COc2ccc3ccccc3c2)CC1
  A: 10	B: 14%	C: 3	D: 0.1	E: 12%	F: 5%	G: -22	H: -0.3	I: -18%

> COc1ccc(-c2cc(=O)c3c(OC)c(OC)c(OC)cc3o2)cc1
  A: -10	B: -3%	C: -1	D: 0.0	E: -6%	F: -1%	G: -19	H: -0.3	I: -16%
